Compound activity deposited in PubChem by several laboratories.
IMP-1 inhibitor: inhibitors of Pseudomonas aeruginosa IMP-1 metallo-beta-lactamase. purified IMP-1, nitrocefin hydrolysis, epi-absorbance fluorescence. inhibition, % at 5.6 µM. 290,000 tested, 0.45% active. AID 1556;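 active = inhibition above the mean plus 3 SD of all compounds in the same screening run, cut at about 4.5% in these data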;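 also: 0% = IMP-1 with DMSO and 100% = DMSO wells lacking enzyme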
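Material – recombinant IMP-1 enzyme, purified · Amount – IMP-1 0.2 nM before substrate addition · Medium – HEPES buffer pH 7.1 with ZnSO4 and Brij 35 · Timing – 25 °C, 15 min preincubation, 25 min reaction · Measured by – plate fluorescence quenching by hydrolysis product, ex 480/em 530 nm · Read-out – percent enzyme inhibition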
UBC9 SUMO inh: inhibitors of human SUMOylation (UBC9); HTRF SUMOylation assay, SAE1/SAE2 + UBC9, in vitro; inhibition, % at 35 µM; 290,000 tested, 0.36% active; AID 2006; in the data active = inhibition above about 50%, passing the limit was not always enough; also: strong numbers were not always called active
Target sequence (P63279 whole entry, looked up): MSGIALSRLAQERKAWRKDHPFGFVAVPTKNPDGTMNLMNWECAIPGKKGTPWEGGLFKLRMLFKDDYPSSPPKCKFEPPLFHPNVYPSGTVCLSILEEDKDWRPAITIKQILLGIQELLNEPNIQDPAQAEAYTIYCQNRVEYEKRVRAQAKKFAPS
VIM-2 inhibitor: blocks Pseudomonas aeruginosa VIM-2 metallo-beta-lactamase. AID 1527. inhibition, % at 5.6 µM. purified VIM-2, nitrocefin hydrolysis, epi-absorbance fluorescence. 290,000 tested, 0.89% active;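 active = inhibition above the mean of all tested compounds plus 3 SD, cutoff set per screening run, cut at about 7.5% in these data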;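 also: red hydrolysis product quenches plate fluorescence so inhibitors raise well fluorescence; 0% = enzyme with DMSO and 100% = DMSO without enzyme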
FID counter: fluorescent intercalator displacement, NS3 helicase counter-screen. DNA fluorescent intercalator displacement, fluorescence. inhibition, % at 7.9 µM. 290,000 tested, 0.17% active; in the data active = inhibition above about 37%;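 also: 0% = vehicle and 100% = reference compound; higher means more ethidium bromide displaced from hairpin DNA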
HCV NS3 hel inh: HCV NS3 helicase inhibition; NS3 helicase DNA unwinding, Cy5 molecular beacon fluorescence; inhibition, % at 10.9 µM; 290,000 tested, 0.56% active; AID 1800;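 active = inhibition above the mean of all tested compounds plus 3 SD, set per campaign, cut at about 35% in these data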;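 also: 0% = DMSO wells and 100% = thioflavine S control wells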
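Measured by: Cy5 fluorescence, 0 and 60 min reads / Assay system: NS3 helicase fragment of HCV / Control set: low DMSO, high thioflavine S at 110 µM / Times: 1 h reaction at 25 °C, ATP-initiated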
PfM18AAP inh: PfM18AAP enzyme inhibition | 290,000 tested, 1.2% active | inhibition, % at 7.35 µM | recombinant PfM18AAP, H-Glu-NHMec fluorogenic cleavage | AID 1822;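 active = inhibition above the campaign mean inhibition over all tested compounds plus 3 SD, cut at about 28% in these data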;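 also: 0% = plate median of test compound wells and 100% = 2 mM ZnCl2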
IDE inh: cellular human IDE inhibition. inhibition, % at 5.59 µM. HEK cells, FAbetaB cleavage, fluorescence polarization. 320,000 tested, 0.41% active. P14735;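 active = percent inhibition above the average of all tested compounds plus 3 SD, set per screening campaign, cut at about 16% in these data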;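 also: IDE supplied by intact live HEK cells; FP after avidin binding of uncleaved biotin substrate so inhibition keeps polarization high; 0% = DMSO wells and 100% = 60 µM reference IDE inhibitor Ii1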
IDE cell activ: boosts human insulin-degrading enzyme activity in HEK cells; 340,000 tested, 0.073% active; FAbeta-B cleavage, fluorescence polarization; 0% vehicle, 100% cell-free pure enzyme wells; activation, % at 5.96 µM;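 active = activation above the mean of all tested compounds plus 3 SD, set per screening campaign, cut at about 17% in these data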
p-CIP stab down: lowers stability of the mouse p/CIP coactivator protein; F442A p/CIP-EGFP cells, EGFP fluorescence, 16 h; 290,000 tested, 0.01% active; Q05BA5; decrease of EGFP signal, % at 10 µM;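 active = EGFP signal decrease of at least 30% at 10 µM or well 3 SD below plate mean, unless failing retest; inactive = the rest, including hits failing retest or dose response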; also: some compounds called inactive have numbers as strong as hits; many of its hits are not listed in these tables
* marks the source's active call; other numbers are inactive results; / = not tested or not shown.

SMILES	IMP-1 inhibitor	UBC9 SUMO inh	VIM-2 inhibitor	FID counter	HCV NS3 hel inh	PfM18AAP inh	IDE inh	IDE cell activ	p-CIP stab down
COc1c2ccc(C(=O)NCc3cc(C(F)(F)F)cc(C(F)(F)F)c3)cc2nn1C	-1.2	9	-0.6	-16	-2	-4	7	2	-12
C/C(=N/NC(=O)c1cccs1)c1ccc(N2CCOCC2)cc1	-0.7	-16	-1.4	-9	5	-11	3	3	-7
OCC[C@@H]1C[C@@H](O)[C@H](O)[C@]2(CCCc3ccccc3O2)O1	-2.9	-3	-1.4	-5	10	-6	3	7	-6
Cc1cc(C)c2[nH]c(=O)c(CN(CC3CCCO3)C(=S)Nc3ccccc3)cc2c1 (stereo unspecified)	-3.8	18	-5.9	-1	-1	3	0	3	-1
CC(C)COc1ccc(C(=O)Nc2ccc(SC(F)F)cc2)cc1	-2.8	17	-2.1	-6	-9	1	4	1	-1
Cc1ccc(OCCOC(=O)Nc2ccccc2)cc1	-3.2	0	-2.8	-7	1	-5	-2	2	8
Cc1ccc(O)c(CNc2cnc3ccccc3c2)c1	-3.7	2	-3.6	-11	-6	4	-2	-1	5
Cc1cc(C)n2nc(N)c(N=Nc3cccc(Cl)c3)c2n1	-1.9	7	-3.9	2	-3	6	2	0	1
CS(=O)(=O)N(CC(=O)N1CCOCC1)c1cccc(F)c1	1.5	3	0.1	-2	6	5	1	3	3
O=C(Nc1ccc(SC(F)F)cc1)c1ccccc1F	-4.0	-4	-3.4	-1	3	-4	0	1	-2
CCOC(=O)c1sc(-c2ccccc2)nc1C	-0.7	6	-0.8	-4	-1	-11	2	-7	-6
Cc1nn(-c2ccccc2)c2sc(C(=O)OCc3nnc(-c4ccccc4)o3)cc12	-3.6	10	-2.4	-9	1	-9	11	2	-23
Cc1cccc(N2CC(C(=O)Nc3ccc4c(c3)OCO4)CC2=O)c1C (stereo unspecified)	-1.8	8	-0.9	-21	-5	5	5	8	-23
Cc1cccc(C)c1NC(=O)C(c1ccccc1)N1CC(=O)Nc2ccccc21 (stereo unspecified)	-4.7	13	-1.9	-11	4	8	8	-13	-13
COc1cc(C2=NOC(C(=O)Nc3ccc(C)cc3)C2)cc(OC)c1OC (stereo unspecified)	-1.4	24	-3.6	-20	-8	2	4	-1	-7

Some of the entries above, reformatted:
Below each SMILES: IMP-1 inhibitor, UBC9 SUMO inh, VIM-2 inhibitor, FID counter, HCV NS3 hel inh, PfM18AAP inh, IDE inh, IDE cell activ, p-CIP stab down
Cc1nn(-c2ccccc2)c2sc(C(=O)OCc3nnc(-c4ccccc4)o3)cc12
→ -3.6, 10, -2.4, -9, 1, -9, 11, 2, -23
Cc1cccc(N2CC(C(=O)Nc3ccc4c(c3)OCO4)CC2=O)c1C (stereo unspecified)
→ -1.8, 8, -0.9, -21, -5, 5, 5, 8, -23
Cc1cccc(C)c1NC(=O)C(c1ccccc1)N1CC(=O)Nc2ccccc21 (stereo unspecified)
→ -4.7, 13, -1.9, -11, 4, 8, 8, -13, -13
COc1cc(C2=NOC(C(=O)Nc3ccc(C)cc3)C2)cc(OC)c1OC (stereo unspecified)
→ -1.4, 24, -3.6, -20, -8, 2, 4, -1, -7

New compounds follow:
SMILES	IMP-1 inhibitor	UBC9 SUMO inh	VIM-2 inhibitor	FID counter	HCV NS3 hel inh	PfM18AAP inh	IDE inh	IDE cell activ	p-CIP stab down
C=C(C)Cn1c(SCC(=O)O)nnc1-c1ccccc1	-2.6	2	-0.6	0	6	2	4	5	4
CCS(=O)(=O)NCc1cn2ccsc2n1	-4.4	21	-4.2	-2	-14	-4	5	-1	6
Nc1cccc(-n2cccc2)c1	-1.6	14	-2.5	1	4	-2	1	6	-14
COc1ccc(C2C(C#N)=C(N)Oc3n[nH]c(C)c32)cc1Cn1nc(C)c([N+](=O)[O-])c1C (stereo unspecified)	-3.2	-10	-4.1	-3	6	10	2	1	-2
O=C(NNS(=O)(=O)c1ccc(Cl)cc1)c1cc(-c2ccccc2)nc2ccccc12	-2.1	-13	-3.9	-14	5	0	4	7	-2
CS(=O)(=O)N1CCC(C(=O)Nc2cc(Cl)ccc2Cl)CC1	-3.7	-3	-1.8	4	12	-1	6	4	-15
O=C1[C@@H]2[C@@H]3C[C@@H]([C@H]4ON=C(c5ccc(Cl)cc5)[C@@H]34)[C@@H]2C(=O)N1C1CCCCC1	-0.3	-25	0.6	-9	-5	-3	-3	2	-3
Cc1cnc2ncc3sccc3c2c1	0.5	4	6.7	-8	-3	-15	2	-3	1
COc1cccc(Nc2ncnc3ccccc23)c1	-2.6	1	-4.8	0	2	0	-7	5	2
O=C(c1cc(-c2ccc3c(c2)OCO3)on1)N1CCN(c2ccccc2)CC1	-2.8	-12	-1.1	-2	1	-6	2	2	-5
CCN(CC)CCN(Cc1cc2cc3c(cc2[nH]c1=O)OCO3)C(=S)NCCCN(C)C	4.1	1	3.0	20	-16	12	3	-1	1
CC(=O)c1ccc(NC(=O)COc2ccccc2C(=O)Nc2ccc(C)cn2)cc1	-1.8	-14	-2.1	-7	-5	3	2	3	6
Cc1ccc(C2=NN(C(=O)CCCC(=O)O)C(c3ccc4c(c3)OCO4)C2)cc1 (stereo unspecified)	1.1	15	1.8	-46	11	-8	1	2	1
Cc1cc(=O)[nH]c2c1c(C)nn2C1CCOC(C)(C)C1 (stereo unspecified)	-2.9	5	-1.9	-4	-3	0	-2	4	-6
CCOC(=O)C1CCN(C(=O)CNC(=O)Cn2c(C)cc3ccccc3c2=O)CC1	-3.5	26	-1.9	-18	-1	-7	-3	4	-1
CCC1CCCCN1C(=O)c1nn2cccnc2c1Cl (stereo unspecified)	-1.6	-3	1.0	-4	-4	0	-2	3	-8
COc1cc2c(cc1OC)-c1cc(N3CCCCCC3)nc(=O)n1CC2	0.0	5	0.3	-27	-1	5	4	0	-10
Cc1cc(NS(=O)(=O)c2ccc(NC(=O)Nc3ccccc3)cc2)no1	-2.1	16	-5.7	-10	-3	2	-3	4	-5
CCCc1cc(NCc2ccccn2)n2c(nc3ccccc32)c1C#N	-3.2	17	4.4	1	0	5	0	4	-7
O=C(NC12CC3CC(CC(C3)C1)C2)c1cc2nc(-c3ccco3)cc(C(F)(F)F)n2n1	-2.7	0	-0.5	-3	7	-2	0	-3	-9
Cc1csc(NC(=O)C2CCN(S(=O)(=O)c3ccc4c(c3)oc(=O)n4C)CC2)n1	-3.1	16	-2.0	-9	-5	3	0	-4	-8
O=C(Oc1c(-c2ccccc2)c(=O)n2c3c(cccc13)CC2)c1cccc([N+](=O)[O-])c1	-2.0	1	0.0	-5	6	0	-4	/	6
CCc1nc2oc3ccccc3c(=O)c2c(=O)n1-c1ccc(C)cc1	-2.0	4	-0.6	-17	9	2	-1	/	10
COc1ccc(-c2cc(C(F)(F)F)n3nc(C(=O)N4CCCC4)cc3n2)cc1	-1.9	7	-0.9	-2	-15	-4	2	1	-7
Clc1ccc(CSc2nnc(-c3ccncc3)o2)c(Cl)c1	-1.9	13	-1.6	-9	0	1	0	10	-6
COc1ccc(CNC(=O)C2CCN(S(=O)(=O)c3ccc4nc5c(c(C(=O)O)c4c3)CC(C)CC5)CC2)cc1 (stereo unspecified)	-2.0	13	-3.5	-30	17	6	4	1	3
CCSc1nc2sc3c(c2c2nnc(SCC(=O)NCc4ccco4)n12)CCCC3	-8.1	/	-3.4	-23	14	10	3	/	/
Cc1ccc(N=Cc2nc(/C=C/c3cccc([N+](=O)[O-])c3)oc2O)cc1	-3.2	17	0.1	-1	-7	-8	2	3	-24
O=C(O)c1ccc(CSc2n[nH]c(-c3ccco3)n2)cc1	-3.4	47	3.1	-14	36*	13	9	1	-11
CCCN(CCC)S(=O)(=O)c1ccc(C(=O)Nc2cccnc2)cc1	-1.3	-12	-2.9	-29	-5	-1	-7	1	4
Cn1c(=O)n(CCN2CCOCC2)c(=O)c2c1nc1n2CCN1c1ccccc1	-6.5	/	-1.4	-1	-4	0	/	/	/
C=CCn1c(SCC(N)=O)nc2sc3c(c2c1=O)CCC3	-0.2	8	1.6	-9	7	-15	1	-6	-5
CC(C)C(=O)N1CCN(c2ccc(NC(=O)c3cccs3)cc2)CC1	-4.3	-47	-2.0	-3	0	-8	-1	-1	4
Cc1cccc(-n2ncc3c(N4CCCC4)ncnc32)c1	-2.9	29	-0.4	2	-8	0	-3	-4	-1
CC(C)(C)c1ccc(C(=O)Nc2cccc([N+](=O)[O-])c2)cc1	-1.9	-37	-3.0	2	-17	4	4	-1	6
O=C(c1nc2ccc(Cl)cn2c1CN1CCCC(CO)C1)N1CCc2ccccc2C1 (stereo unspecified)	-0.8	11	-1.1	-7	1	-1	-4	2	-5
CCn1c(SCc2ccc(C(=O)O)cc2)nnc1-c1ccc(Cl)cc1	-1.7	6	-3.6	-25	-2	1	-2	5	6
CCN(c1ccc(OC)cc1)S(=O)(=O)c1csc(C(N)=O)c1	-2.1	-13	-4.1	-5	-3	-3	7	6	5
Cc1sc2nc(SCC(=O)N3CCCCC3)[nH]c(=O)c2c1C	0.0	28	-1.2	-2	-4	1	-7	5	-8
C=CCn1c(O)c(N=NC(=O)CNC(=O)c2cccs2)c2ccccc21	-1.2	-14	-1.0	-14	8	-1	-5	5	-1
CC(C)OC(=O)CSc1nnc(-c2ccccn2)n1N	-3.0	18	-0.6	-4	2	-3	0	/	-7
O=C(NCc1ccccn1)c1ccc(NS(=O)(=O)c2ccccc2)cc1	-0.4	13	-2.5	-8	6	-4	-2	2	-3
O=c1cn[nH]c2ccccc12	1.0	-6	2.6	-5	16	23	-1	6	13
CCOc1ccc(N(CC(=O)NCCSCc2ccco2)S(=O)(=O)c2ccc(C)cc2)cc1	0.0	-6	-0.4	-56	6	-2	2	-5	12
O=C(CSC1CCCCC1)N1CCN(c2ccccc2)CC1	-3.1	-2	-4.2	-16	0	8	0	-6	-6
O=C(NC1CCCC1)c1ccc(S(=O)(=O)N2CCCC2)cc1	-1.0	28	-1.0	-6	-3	1	1	1	-11
COc1cccc(/C=C2\CCc3ccccc3C2=O)c1	-3.9	13	-2.9	-16	-9	4	3	6	-8
Cc1cc(C(=O)N/N=C/c2cc([N+](=O)[O-])ccc2O)c2ccccc2n1	-2.8	-23	-2.7	-4	7	-1	0	7	2
Cn1nc(C(=O)OCC(=O)Nc2ccc(S(N)(=O)=O)cc2)c2ccccc2c1=O	-3.0	16	0.0	-6	6	0	-1	-2	-1
Cc1ccc(O)c(N=Nc2ccc(S(=O)(=O)N3CCCC3)cc2)c1	-4.0	9	-1.5	-3	-4	-9	-1	7	1
COc1cc(/C=N/NC(=O)c2cccs2)ccc1O	-2.2	3	-3.0	-5	-16	2	0	5	0
O=C(CN1CCN(Cc2ccccc2)CC1)Nc1nnc(C(F)(F)F)s1	0.8	-8	0.8	2	20	0	-1	-1	-8
Cc1c(Cl)c(C(=O)NC2CCCC2)nn1C	-7.2	0	-2.1	-6	7	-6	1	6	2
CC(=O)Nc1ccc(NC(=O)C(C)OC(=O)c2ccc3c(c2)OCCO3)cc1 (stereo unspecified)	-4.2	-3	-2.0	-15	-4	3	2	-2	0
COc1cc(C(c2nnnn2C(C)(C)C)N2CCN(C)CC2)cc(OC)c1OC (stereo unspecified)	-5.0	-10	1.3	6	4	-3	1	1	-11
